West Nile antiviral – inhibition of WNV-induced cytopathic effect – cell-based, CPE readout (AID 1621) | 290,000 compounds, 0.02% hits | West Nile virus-infected cells, CPE inhibition; higher % means a stronger effect | one-dose CPE inhibition, % at 10 µM; IC50 in µM for titrated hits; in the data active = a potency from the dose series; inconclusive = CPE inhibition mostly from about 3.7% at the one dose, without a potency; inactive = the rest, 99 in 100 with CPE inhibition below about 2.2%; also: strong numbers were not always called active
Myeloid diff MLP – myeloid differentiation induction | calls only at 10 µM | AID 624256 | 360,000 compounds, 1% hits | ER-HoxA9 myeloid progenitors, lysozyme-GFP differentiation, flow cytometry;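 active = normalized GFP-positive differentiation at or above the plate's own cutoff, the solvent-only control mean plus 3 SD; inconclusive = no clear call, values can overlap the other calls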;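 also: cells exposed to compound for four days before flow analysis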
Rac1 GTP hydrolysis – MgcRacGAP GTPase-activating activity inhibitors, confirmation, biochemical, ADP Hunter fluorescence; MgcRacGAP-stimulated Rac1 GTP hydrolysis, ADP Hunter fluorescence; higher % means a stronger effect; GST-tagged Rac1 F28L mutant substrate; inhibition, % at 30 µM, or IC50 in µM where a hit was titrated; 340,000 compounds, 0.6% hits;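 active = first-screen hits whose inhibition reached a set limit at any dose in the follow-up dose series; inconclusive = inhibition above the set first-screen limit but never retested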;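 also: fluorescence reports GDP produced by GAP-driven GTP hydrolysis; strong numbers were not always called active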
Large T inhibition – TAg ATPase/helicase activity blockers – biochemical (AID 1903); inhibition, % at 20 µM, or IC50 in µM where a hit was titrated; SV40 large T antigen ATPase/helicase inhibition assay; higher % means a stronger effect; 310,000 compounds, 0.39% hits; in the data active = a potency from the dose series; inconclusive = inhibition mostly from about 32% at the one dose, without a potency; inactive = the rest, 99 in 100 with inhibition below about 32%; also: strong numbers were not always called active
WT yeast gro inh – growth inhibition of WT yeast, mitochondrial fusion screen. inhibition, % at 10 µM. mitochondrial fusion phenotypic screen, WT strain. 190,000 compounds, 2.1% hits; in the data active = inhibition above about 58%; tested in S. cerevisiae
RSV CPE inhibition – RSV antiviral activity via CPE protection, HEp-2 cells, primary 10 µM value included (AID 2391); HEp-2 cells, RSV-induced CPE inhibition; higher % means a stronger effect; CPE inhibition, % at 10 µM, or IC50 in µM where a hit was titrated; 310,000 compounds, 0.13% hits; in the data active = a potency from the dose series; inconclusive = CPE inhibition mostly from about 23% at the one dose, without a potency; inactive = the rest, 99 in 100 with CPE inhibition below about 21%; also: strong numbers were not always called active
PhoP inhibition – inhibitors of PhoP regulon expression, primary screen, Salmonella Typhimurium, GFP reporter (AID 1863) | S. Typhimurium PhoP-regulated promoter GFP reporter, 4 h; higher % means a stronger effect | one-dose inhibition, % at 50 µM; IC50 in µM for titrated hits | 300,000 compounds, 0.16% hits;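 active = inhibition over 29.93%, a cutoff 3 SD above the screen mean, later confirmed by dose response; inconclusive = inhibition over 29.93% but no dose response follow-up; inactive = inhibition at most 29.93% or unconfirmed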;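 also: 0% = low Mg2+ inducing control and 100% = high Mg2+ repressing control; strong numbers were not always called active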
T cell modulator – T cell immune modulation candidate. 2C CD8+ T cell-vesicle binding, flow cytometry; stronger effect = lower value. AID 2052. calls only at 7 µM. 330,000 compounds, 0.068% hits;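 active = response, share of CD8 T cells binding vesicles, and their 90th percentile fluorescence all below set limits, cut at about 80% in these data, passing the limit was not always enough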
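Benchmarks: naked versus QL9-loaded vesicles / Assay system: purified 2C TCR transgenic mouse naive CD8+ T cells / Technique: high-throughput flow cytometry with anti-B7-1 and anti-CD8 staining / Timing: Cell–vesicle co-incubation 1.5 h at 37 °C, staining 20 min on ice / Read-out: percent CD8+ FL2 mean versus row control / Probe or stimulus: QL9-loaded Drosophila micro-vesicles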
b-catenin transl – modulators of beta-catenin nuclear translocation; HeLa beta-catenin nuclear translocation, immunofluorescence imaging; nuclear translocation activity, % at 5 µM; 190,000 compounds, 0.3% hits;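 active = nuclear translocation activity above 50% at 5 µM, with a well cell count of 50 or more; inconclusive = wells under 50 cells across six images, flagged as toxic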;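 also: per-cell ratio of nuclear to cytoplasmic median beta-catenin stain intensity; plate controls were DMSO negative control for no effect and GSK-3 inhibitor IX positive control for full effect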
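Read-out: Nuclear/cytoplasmic beta-catenin signal ratio, % activation | Assay system: Human HeLa cell line | Times: 24 h compound exposure at 37°C, 5% CO2 | Signal: Fluorescence imaging of beta-catenin antibody stain plus DAPI | Dosing: 5 µM primary, 0.02–20 µM confirmation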
WT yeast gro inh mutant strain – further read-out of WT yeast gro inh, marked with its call; inhibition, %; mitochondrial fusion phenotypic screen, mutant strain inhibition
b-catenin transl cell count 5 µM – further read-out of b-catenin transl, marked with its call; cell count; measured here: cell count, cytotoxicity flag
T cell modulator vesicle-bound % – recorded beside T cell modulator, whose call it bears; double positive events, %; measured here: CD8+ vesicle-bound cell fraction;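 binding gate set so that unloaded-vesicle control wells show 10% double positive cells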
Myeloid diff MLP GFP+ MAC1+ % – further read-out of Myeloid diff MLP, marked with its call; GFP+ MAC1+ double positive, %; measured here: differentiation confirmed by MAC1 staining
An asterisk follows results filed as active; i = inactive; ? = inconclusive; / = no result given.

SMILES	West Nile antiviral	Myeloid diff MLP	Myeloid diff MLP GFP+ MAC1+ %	Rac1 GTP hydrolysis	Large T inhibition	WT yeast gro inh	WT yeast gro inh mutant strain	RSV CPE inhibition	PhoP inhibition	T cell modulator	T cell modulator vesicle-bound %	b-catenin transl	b-catenin transl cell count 5 µM
CC(=O)Nc1ccc(S(=O)(=O)N2CCC(C(=O)O)CC2)cc1	-0.4%	i	0.1	4.3%	4.4%	-6.2	-21.4	-0.4%	3.5%	i	44.0	-2.6	1079
c1ccc(C2=Nc3ccccc3SC2c2nc3ccccc3[nH]2)cc1 (centres undefined)	2.5%	/	/	/	15.1%	40.6	26.9	/	7.9%	i	51.3	0.1	1077
O=C(NNS(=O)(=O)c1ccc2ccccc2c1)c1cccs1	-0.6%	i	0.5	-14.1%	-0.9%	6.0	14.4	0.6%	-5.4%	i	22.2	2.7	1056
Oc1ccc(Cl)cc1/C=C/c1ccc2cccc(O)c2n1	-0.9%	i	0.1	4.6%	-1.5%	71.3*	32.6*	/	27.7%	/	/	0.6	1561
N#CCCn1c(SCC(=O)Nc2ccc(N3CCOCC3)cc2)nc2ccccc21	-0.8%	i	0.3	9.5%	5.3%	-3.2	-5.2	1.3%	-7.8%	i	44.0	-3.0	591
CN(CC(=O)Nc1ccc(S(=O)(=O)N2CCOCC2)cc1)Cc1ccc(F)cc1	/	i	0.4	4.0%	/	/	/	1.7%	/	i	25.4	/	/
CC(=O)N1CCN(C(=O)c2cccc(S(=O)(=O)N3CCN(c4ccc(F)cc4)CC3)c2)CC1	/	i	0.5	4.1%	10.8%	/	/	-1.3%	-3.5%	i	26.4	/	/
CCCCN(C)S(=O)(=O)c1cc2c3c(c1)CCC(=O)N3CCC2	0.5%	i	2.6	8.2%	5.8%	/	/	7.6%	2.2%	i	11.9	/	/
CCOC(=O)c1cc(-c2cccnc2)nn1-c1ccccn1	0.1%	i	2.0	7.8%	8.8%	13.8	15.8	2.9%	-3.9%	i	36.6	1.6	500
O=C(COC(=O)c1cccc(Oc2ccccc2)c1)NCc1ccco1	-0.1%	i	1.9	10.2%	11.9%	-17.3	-6.7	0.7%	-1.2%	i	34.6	-2.8	1223
COc1cc(/C=N/NC(=O)C2CCN(CC(O)COCc3ccccc3)CC2)ccc1O (centres undefined)	-0.2%	i	0.3	31.5µM*	37.5%	9.4	13.7	0.3%	-6.4%	i	52.1	0.2	1154
O=C(c1ccccc1)c1ccc(C(=O)N2CCCC(C(F)(F)F)C2)cc1 (centres undefined)	/	i	0.3	3.6%	20.8%	/	/	5.3%	2.5%	i	40.3	/	/
COc1ccc(N(C(=O)C2CCCCC2)S(=O)(=O)c2cccc3cccnc23)cc1	-1.4%	i	0.2	8.5%	-13.3%	24.1	1.9	4.8%	14.4%	i	65.5	-2.7	929
CCOC(=O)CC(=O)NC1(Cc2ccc(O)cc2)CCCCC1	-0.6%	i	0.2	5.3%	13.0%	-8.8	-9.5	1.1%	1.6%	i	38.0	-1.6	1116
COc1ccc(OCCOCC(O)CN2CCOCC2)cc1 (centres undefined)	0.0%	i	0.7	12.2%	7.0%	1.8	-12.0	1.5%	-2.3%	i	23.7	-1.8	1112
Cc1ccc(-c2nnnn2CS(=O)(=O)c2ccccc2)cc1	0.0%	i	1.3	5.5%	-0.3%	-2.3	-2.4	0.8%	0.0%	i	31.6	-0.6	1064
CCC(=O)N1CCN=C1SCc1c(F)cccc1Cl	0.5%	i	3.6	8.8%	6.5%	/	/	1.2%	3.4%	i	9.7	/	/
CCOC(=O)C1C(=O)C=C(N2CCOCC2)CC1c1cccc(OC)c1 (centres undefined)	-0.1%	i	0.2	2.9%	23.1%	4.6	-20.4	1.5%	-7.5%	i	44.8	1.3	1398
COc1cc(C(=O)NNc2nc3cc4c(cc3s2)OCO4)cc(OC)c1OC	0.1%	i	2.6	8.2%	17.0%	7.2	-7.6	0.7%	-12.1%	i	21.8	1.9	489
O=C(CN(c1ccc(F)cc1)S(=O)(=O)c1ccc2c(c1)OCCO2)NCc1ccncc1	-0.3%	i	1.8	7.0%	-3.6%	-25.5	-23.9	-0.2%	0.7%	i	29.1	1.4	1442

Some values from the entries so far.
Myeloid diff MLP GFP+ MAC1+ %, `CCOC(=O)C1C(=O)C=C(N2CCOCC2)CC1c1cccc(OC)c1` (centres undefined) is entered as 0.2
Large T inhibition, `CCC(=O)N1CCN=C1SCc1c(F)cccc1Cl` is entered as 6.5%

(listing goes on)
SMILES	West Nile antiviral	Myeloid diff MLP	Myeloid diff MLP GFP+ MAC1+ %	Rac1 GTP hydrolysis	Large T inhibition	WT yeast gro inh	WT yeast gro inh mutant strain	RSV CPE inhibition	PhoP inhibition	T cell modulator	T cell modulator vesicle-bound %	b-catenin transl	b-catenin transl cell count 5 µM
Cc1cc(NC(=O)CSc2nncn2N)no1	-0.1%	i	0.4	1.7%	9.7%	3.3	5.3	2.3%	-4.6%	i	43.6	-0.1	1074
O=C(Cn1c(CN2CCCCC2)nc2ccccc2c1=O)NC1CCCCC1	-0.9%	i	0.7	-6.5%	-6.6%	8.1	1.1	-0.1%	5.9%	i	19.7	-3.5	1155
O=C(Nc1cccnc1)Nc1cccc(F)c1	0.6%	i	0.2	-17.6%	4.9%	/	/	1.7%	5.2%	i	61.2	/	/
O=C(COC(=O)CCc1ccc(S(=O)(=O)N2CCOCC2)cc1)NC(=O)NC1CCCCC1	0.2%	i	0.4	2.2%	7.5%	-2.2	-11.8	3.2%	-6.3%	i	20.9	-0.5	1079
COC(=O)N/N=C(\C)c1ccccc1Br	-0.3%	i	1.2	6.0%	2.2%	18.6	12.2	1.6%	25.9%	i	50.1	-0.9	1326
Cn1c(CNC(=O)Nc2ccccc2Cl)nnc1SCc1ccccc1	-0.1%	i	1.8	-1.0%	0.0%	-0.8	1.0	?	7.1%	i	54.9	-5.5	892
CCOC(=O)c1oc2ccccc2c1CSc1nnc(-c2ccco2)o1	-0.9%	i	1.1	-1.0%	20.1%	5.1	-3.0	1.7%	6.4%	i	51.9	-0.9	1148
COc1ccccc1C(=O)NNC(=O)C(=O)NCc1ccccc1	1.5%	i	0.0	3.9%	3.8%	-15.4	-37.0	0.7%	5.9%	i	34.7	0.5	1396
O=C(Nc1cccc2c1C(=O)NC2=O)c1cccc(N2C(=O)CCC2=O)c1	0.1%	i	0.2	4.0%	9.0%	-5.5	-0.2	-1.4%	-0.3%	i	26.0	-0.9	1081
COc1cc(OC)c(NC(=S)NCc2ccccc2)cc1Cl	-0.6%	i	0.5	9.8%	8.9%	6.8	25.0	3.1%	-13.6%	i	43.0	-0.1	1121

Limited to West Nile antiviral, Myeloid diff MLP and WT yeast gro inh mutant strain (2 entries from above):
Structure	West Nile antiviral	Myeloid diff MLP	WT yeast gro inh mutant strain
O=C(Cn1c(CN2CCCCC2)nc2ccccc2c1=O)NC1CCCCC1	-0.9%	i	1.1
O=C(Nc1cccnc1)Nc1cccc(F)c1	0.6%	i	/

More results:
SMILES	West Nile antiviral	Myeloid diff MLP	Myeloid diff MLP GFP+ MAC1+ %	Rac1 GTP hydrolysis	Large T inhibition	WT yeast gro inh	WT yeast gro inh mutant strain	RSV CPE inhibition	PhoP inhibition	T cell modulator	T cell modulator vesicle-bound %	b-catenin transl	b-catenin transl cell count 5 µM
c1coc(CNc2c3c(nc4ncnn24)CCCC3)c1	-0.2%	i	1.2	7.1%	-6.2%	14.0	9.4	5.9%	36.8%	i	15.3	-2.3	716
Nc1nc(-c2cc(O)ccc2[N+](=O)[O-])cc(-c2ccccc2)c1[N+](=O)[O-]	-0.1%	/	/	1.7%	15.5%	/	/	2.7%	-6.5%	i	53.8	/	/
CCC(=O)NCCNc1nc2cc(C)cc(C)c2cc1C#N	-1.4%	i	0.3	6.8%	7.6%	19.2	-1.1	21.8%	2.4%	i	21.0	1.1	1560
O=C(CCC(=O)c1cccs1)NCCc1ccc(F)cc1	/	i	0.3	8.1%	22.7%	/	/	-0.7%	5.8%	i	7.4	/	/
COCCN(CC(=O)NC1CCCCC1)C(=O)CSc1nc2ccccc2o1	-0.7%	i	0.3	9.7%	7.6%	7.6	15.6	1.7%	17.8%	i	24.7	/	/
CCc1cc(=O)oc2c(C)c(OCC(=O)NCCCN3CCOCC3)ccc12	0.0%	i	4.4	4.8%	4.4%	/	/	-0.8%	1.7%	i	56.5	/	/
CCOC(=O)C1(CCc2ccccc2)CCN(C(=O)CCc2cnccn2)CC1	-1.5%	i	1.9	-3.7%	7.3%	-6.5	-18.4	1.3%	-4.0%	i	37.9	5.1	956
CCOC(=O)C1CCCN(S(=O)(=O)c2cccc3cccnc23)C1 (centres undefined)	-0.8%	i	1.0	8.1%	0.2%	-9.2	-1.4	1.4%	-3.1%	i	30.3	/	/
C=CCNc1nc(Nc2ccc([N+](=O)[O-])cc2)nc(N2CCCC2)n1	-0.3%	i	0.6	8.0%	12.5%	25.0	31.6	13.6%	-2.6%	i	53.7	1.1	1140
Cc1ccc(N2C(=O)c3cccc([N+](=O)[O-])c3C2=O)cc1C	0.5%	i	0.1	6.0%	1.8%	-4.3	6.9	1.6%	1.9%	i	21.0	0.9	1065
